High-throughput results from PubChem BioAssay.
ER stress surv: ER stress cell death inhibition; CSM14.1 thapsigargin ER stress survival, ATP luminescence; relative survival (cellular ATP), % at 15 µg/mL (by protocol); 0.33% of 48,000 active; AID 1010;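 active = survival measured by cellular ATP above 50% at 15 µg/ml in the first screen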;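 note: cell death triggered by about 15 µM thapsigargin; ATP read 24 h after thapsigargin was added; plate controls were thapsigargin with DMSO for no effect and DMSO without thapsigargin for full effect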
The depositor's hits bear a star. Some of the compounds tested; rates above refer to the full screens.

structure,ER stress surv
O=C(Nc1cc([N+](=O)[O-])ccc1C(=O)Nc1cccnc1)c1ccccc1,1
Fc1ccc(NC(=S)NCC(c2ccccc2)c2ccccc2)cc1,13
Cc1oc2cc(Br)c(OS(C)(=O)=O)cc2c1C(=O)OC(C)C,3
CC1(C)CC(=O)C2=C(C1)NC(SCc1ccccc1)=C(C#N)C2c1ccc(Cl)cc1 (stereo unspecified),6
Cc1ccc(-c2nn(CCC#N)cc2C=O)o1,2
O=C(Cc1cccc2ccccc12)N/N=C/c1ccc(-c2cccc(Cl)c2)o1,8
COc1ccc(-c2nnc(NC(=O)c3ccco3)s2)cc1,-1
CCCOc1ccc(C2=NNC(=O)CC2)cc1,-10
O=C(O)c1cnn2c1NC(c1ccc(Br)cc1)CC2C(F)(F)F (stereo unspecified),-12
CCOC(=O)c1ccc(NC(=O)CN(c2ccccc2)S(=O)(=O)c2ccccc2[N+](=O)[O-])cc1,2
COc1cccc(OC)c1C(=O)Nc1ccc(C)cc1Br,2
COc1cc(OC)c(OC)cc1/C=C1/C(=O)NC(=O)N(c2ccccc2)C1=O,4
CN(C)c1ccc(-c2nc3cc(NC(=O)c4ccccc4Br)ccc3o2)cc1,0
O=C(c1ccc(-c2ccccc2)cc1)N1CCN(C2CCCC2)CC1,-5
COc1ccc(Nc2cc(C)nc(-n3nc(C)cc3C)n2)cc1,-3
O=C(CCCN1C(=O)/C(=C\c2cccc(Br)c2)SC1=S)Nc1ccc(C(=O)O)cc1,7
COc1cccc(-c2cc(C(=O)NC(C)c3ccccc3)c3ccccc3n2)c1 (stereo unspecified),-1
CC(C)C(C(=O)O)N1C(=O)/C(=C/c2cccc([N+](=O)[O-])c2)SC1=S (stereo unspecified),9
CCN1CCN(Cc2c(C)[nH]c3c(Cl)cccc3c2=O)CC1,0
COc1cc(-c2ccc(NC(=O)c3cccc(F)c3)c(OC)c2)ccc1NC(=O)c1cccc(F)c1,0
CC1=NNC(=O)C1CC(=O)N/N=C/c1cc(Br)ccc1O (stereo unspecified),4
CCN(CC)C(=O)c1sc(NC(=O)c2cc(-c3cccc(C)c3)nc3ccccc23)c(C(=O)OC)c1C,10
C/C(=N\N1CCN(Cc2ccc(C)cc2)CC1)c1ccncc1,-6
O=C(CCN1C(=O)c2cccc3cccc(c23)C1=O)OC/C=C/c1ccccc1,6
O=c1c2c3c(sc2ncn1/N=C/c1c[nH]c2ccccc12)CCCC3,1
Cc1ccc(CCSc2c(Cl)cccc2Cl)cn1,28
CCCCNCCCCCOc1cccc(C)c1C,-6
CCC1CCc2c(sc(NC(=O)C3C4CCC(C4)C3C(=O)O)c2C(N)=O)C1 (stereo unspecified),6
CCn1c(C)nc2cc(C(=O)Nc3ccccc3)ccc21,-3
CCOC(=O)C1=C(c2ccccc2)OC(N)=C(C#N)C1c1cccc(OC)c1 (stereo unspecified),9
O=C(O)c1ccc(N2C(=O)c3cccc4c([N+](=O)[O-])c(O)cc(c34)C2=O)cc1,7
CC1CCC(N2CCN(C(=O)c3ccc([N+](=O)[O-])cc3)CC2)CC1 (stereo unspecified),4
CCOc1cccc(C=Nc2cccc3nsnc23)c1O,-6
COc1ccc2c(c1)c(=O)oc1c(C)c(OC(C)=O)ccc12,-1
C[C@@H]1O[C@@H](Nc2cccc3ccccc23)[C@H](O)[C@H](O)[C@H]1O,-10
O=C(Nc1nnc(CSCc2ccccc2)s1)c1cccc2ccccc12,2
CCOC(=O)c1c(C)n(C)c2cc(Br)c(C(=O)OC)cc12,-3
CCCCNC(=O)C(CCC(=O)OCc1ccccc1)NC(=O)Cc1ccccc1 (stereo unspecified),1
COc1cc(Br)cc(/C=N/NC(=O)Cn2c3ccccc3c(=O)c3ccccc32)c1O,8
CCc1ccc(/C=C2/C(=O)NC(=O)N(c3cccc(C)c3)C2=O)cc1,0
CC1=C(C(=O)OCCc2ccccc2)C(c2ccc(F)cc2)C2=C(CCCC2=O)N1 (stereo unspecified),7
CCn1c2c(c3cc(C)ccc31)CCCC2=O,20
O=[N+]([O-])c1ccc(-c2cn3c(n2)sc2ccccc23)cc1,13
Cc1cc(Nc2ccc3c(c2)OCO3)n2c(nc3ccccc32)c1C#N,8
O=C(Nc1ccccc1)C1C(c2ccccc2)C1(Cl)Cl (stereo unspecified),-8
CCCCNC(=O)NC(C(=O)OC)C12CC3CC(CC(C3)C1)C2 (stereo unspecified),4
O=C(Nc1ccc([N+](=O)[O-])cc1Cl)c1cccnc1,14
Cc1ccc2c(C)[n+](C)ccn12,-1
Cc1ccc(C(=O)NCCN2Cc3ccccc3C2=O)cc1,6
O=[N+]([O-])c1cc2nc(N3CCOCC3)c(N3CCOCC3)nc2cc1[N+](=O)[O-],-2
CC(=O)Nc1ccc(S(=O)(=O)N(CCc2ccccc2)CC(=O)O)cc1,-5
COc1ccc(N2C(=O)/C(=C\c3cccc(OC)c3O)SC2=S)cc1,8
COc1ccc(O)c(C(=O)CC(=O)c2ccc(C)cc2)c1,-3
COc1ccc(OC)c(/C=N/NC(=O)c2ccc[n+](Cc3ccccc3)c2)c1,1
COc1cc(NC(=O)c2ccc(C(C)(C)C)cc2)c(OC)cc1NC(C)=O,3
CCCOc1ccc(N2C(=O)CC(NCCNc3ccc([N+](=O)[O-])cn3)C2=O)cc1 (stereo unspecified),-4
CCOC(=O)c1c(-c2ccccc2)oc2c([N+](=O)[O-])cc([N+](=O)[O-])cc12,-1
Cc1ccc(-c2csc(/C(C#N)=C\c3ccc(C)s3)n2)cc1,9
CCOCCOC(=O)c1cccc(NC(=O)/C=C/c2ccccc2)c1,-2
CCOc1cc(/C=C2/C(=N)N3N=C(CC)SC3=NC2=O)ccc1OCc1ccc(F)cc1,14

Next section.
Structure	ER stress surv
O=C(NC(=S)Nc1cc(Cl)ccc1Cl)c1ccc(Cl)cc1	-4
CC(=O)Nc1c(-c2ccccc2)c(C)nn1Cc1ccccc1	-4
CC1=CC(C)(C)N(C(=O)NC2CCCCC2)c2cc(C)ccc21	5
O=C1c2cccc3ccc(I)c(c23)C(=O)N1Oc1ccc([N+](=O)[O-])cc1[N+](=O)[O-]	21
CCC(C)(C)C1CCc2[nH]nc(C(=O)NN)c2C1 (stereo unspecified)	-3
CC(=O)c1ccc(NC(=O)/C(=C\c2ccc(Br)cc2)NC(=O)c2ccco2)cc1	-3
O=S(=O)(NC1C2CC3CC(C2)CC1C3)c1ccc(Cl)cc1 (stereo unspecified)	-1
O=C(c1ccccc1F)N1CCN(c2ccc([N+](=O)[O-])c(N3CCOCC3)c2)CC1	8
CCOC(=O)c1ccccc1NC(=O)CCCOc1ccccc1	11
CN(C)CCN1C(=O)C(=O)/C(=C(/O)c2ccccc2)C1c1cccc(F)c1 (stereo unspecified)	-2
Nc1n[nH]c(N)c1N=Nc1cccc(C(F)(F)F)c1	-2
CC(=O)Oc1cccc(N2C(=O)c3ccc(C(=O)Nc4c[nH]c(=O)[nH]c4=O)cc3C2=O)c1	3
COc1cc(NC(=O)C2CC2)c(OC)cc1Cl	8
C=CCc1cc(/C=C2\C(=O)NC(=O)N(c3cc(C)cc(C)c3)C2=O)cc(OCC)c1OCC(=O)OC	9
COc1cc(OC)cc(C(=O)N2CCN(Cc3cccc4ccccc34)CC2)c1	40

Next part, starting with the last 5 of the part before.
Structure	ER stress surv
Nc1n[nH]c(N)c1N=Nc1cccc(C(F)(F)F)c1	-2
CC(=O)Oc1cccc(N2C(=O)c3ccc(C(=O)Nc4c[nH]c(=O)[nH]c4=O)cc3C2=O)c1	3
COc1cc(NC(=O)C2CC2)c(OC)cc1Cl	8
C=CCc1cc(/C=C2\C(=O)NC(=O)N(c3cc(C)cc(C)c3)C2=O)cc(OCC)c1OCC(=O)OC	9
COc1cc(OC)cc(C(=O)N2CCN(Cc3cccc4ccccc34)CC2)c1	40
CCOc1ccc(-c2nn(-c3ccccc3)cc2/C=C2\SC(=S)N(CCOC)C2=O)cc1	0
COc1cccc(NC(=O)COc2ccc(C)cc2C)c1	-5
CCc1nc2ccccc2n1CC(O)COC1CCCCC1 (stereo unspecified)	4
CCCCOC(=O)c1c(NC(=O)C2C3CCC(C3)C2C(=O)O)sc2c1CCCC2 (stereo unspecified)	2
CC1=C(C(=O)Nc2ccccc2)C(c2ccc([N+](=O)[O-])cc2)N2C(=O)CSC2=N1 (stereo unspecified)	12
COc1ccc(/C=N/S(=O)(=O)c2ccc(C)cc2)c(OC)c1	-3
O=C(Cc1ccccc1)NNC(=O)c1cccs1	12
O=C1C(=O)N(Cc2cccnc2)C(c2ccc([N+](=O)[O-])cc2)/C1=C(\O)c1ccccc1 (stereo unspecified)	4
Cc1ccc(S(=O)(=O)C(CC(=O)c2ccc(Cl)cc2)c2ccccc2)cc1 (stereo unspecified)	2
Cc1ccc(S(=O)(=O)Nc2cc(Sc3nc4ccccc4[nH]3)c(O)c3ccccc23)cc1	3
Clc1cccc(N=Cc2ccc(OC3CSC3)cc2)c1	8
CCC(=O)Oc1cc(OC(=O)CC)c2c(C)cc(=O)oc2c1	4
COc1ccc(Cl)cc1NC(=O)C1=C(C)NC(=O)NC1c1cccc2ccccc12 (stereo unspecified)	0
COc1ccc(CCN=C(C)C2=C(O)COC2=O)cc1OC	16
COc1ccc(N2C(=O)C(Cl)=C(Nc3ccc(OC)cc3OC)C2=O)cc1	-4
NC(=O)c1c(NC(=O)c2ccc(S(=O)(=O)N3CCCCC3)cc2)sc2c1CCCC2	0
Cn1cccc1CN1CCN(Cc2ccccc2)CC1	-4
O=C(COc1ccccc1[N+](=O)[O-])Nc1ccc2oc(-c3ccc(Cl)cc3Cl)nc2c1	1
N#C/C(=C/c1c[nH]c2ccccc12)C(=O)Nc1cccc(Br)c1	-2
C/C(NC(=O)c1ccccc1)=C1/C(=O)CC2C1C2(C)C (stereo unspecified)	5
CC(O)CNC(=O)C(=O)NCc1ccc2c(c1)OCO2 (stereo unspecified)	7
O=C(NC(NC(=S)Nc1cccc(C(=O)O)c1)C(Cl)(Cl)Cl)OCc1ccccc1 (stereo unspecified)	5
COC(=O)CN1C(=O)/C(=C\c2c(F)cccc2Cl)SC1=S	12
COc1cc(C=C2C(=O)c3ccccc3C2=O)ccc1OCc1ccc(F)cc1	6
Fc1ccccc1/C=N/Nc1ccccn1	-7
COc1ccc(CNC(=O)COc2cccc(C)c2)cc1	10
CCOC(=O)CC(=O)c1cc(C(C)=O)c(Nc2ccccc2)s1	6
Cc1ccc(-n2nc(C)c(-c3cccc([N+](=O)[O-])c3)c2C)cc1C	2
Nc1nc2ccccc2n1/N=C/c1ccccc1	2
CCOC(=O)c1c(C)sc2c1N(C(C)=O)c1cc(Br)ccc1S2	0

In the list so far, 11 have bromine:
Structure	ER stress surv
Cc1oc2cc(Br)c(OS(C)(=O)=O)cc2c1C(=O)OC(C)C	3
O=C(O)c1cnn2c1NC(c1ccc(Br)cc1)CC2C(F)(F)F (stereo unspecified)	-12
COc1cccc(OC)c1C(=O)Nc1ccc(C)cc1Br	2
CN(C)c1ccc(-c2nc3cc(NC(=O)c4ccccc4Br)ccc3o2)cc1	0
O=C(CCCN1C(=O)/C(=C\c2cccc(Br)c2)SC1=S)Nc1ccc(C(=O)O)cc1	7
CC1=NNC(=O)C1CC(=O)N/N=C/c1cc(Br)ccc1O (stereo unspecified)	4
CCOC(=O)c1c(C)n(C)c2cc(Br)c(C(=O)OC)cc12	-3
COc1cc(Br)cc(/C=N/NC(=O)Cn2c3ccccc3c(=O)c3ccccc32)c1O	8
CC(=O)c1ccc(NC(=O)/C(=C\c2ccc(Br)cc2)NC(=O)c2ccco2)cc1	-3
N#C/C(=C/c1c[nH]c2ccccc12)C(=O)Nc1cccc(Br)c1	-2
CCOC(=O)c1c(C)sc2c1N(C(C)=O)c1cc(Br)ccc1S2	0

(cont.)
Structure	ER stress surv
COc1ccccc1CNC(=O)COc1ccc(C)cc1C	5
c1ccc(C2=C(c3ccccc3)N3CCN=C3S2)cc1	-5
Cc1c(C)c2ccc(OCC(=O)C(C)(C)C)cc2oc1=O	0
COCCN1C(=O)/C(=C2/C(=O)N(CC(N)=O)c3ccccc32)SC1=S	0
C/C(=N\NC(=O)CCC(=O)O)c1c(-c2ccccc2)c2cc(Cl)ccc2[nH]c1=O	-2
COC(=O)c1cc(C(=O)Nc2ccc(C(N)=O)cc2)cc([N+](=O)[O-])c1	2
Cc1cccc(NC(=O)C(=O)NCCCn2ccnc2)c1	-2
O=C(/C=C/c1ccccc1Cl)n1cnc2ccccc21	8
COc1ccc(CNC(=O)C(=O)Nc2ccccc2F)cc1	6
COc1ccc(C2=CC(=O)C=CC2=O)cc1	-4
Cc1cc2c(nc3s/c(=C\c4cccc(Cl)c4)c(=O)n32)c(Br)c1C	2
CCOC(=O)c1c(-n2c(C)cc(C=O)c2C)sc2c1CCCC2	-2
NC(=O)c1ccccc1N=Cc1cc([N+](=O)[O-])ccc1O	4
CC(=O)Oc1ccc2c(oc(=O)c3ccccc32)c1C	6
O=C1Nc2c(S(=O)(=O)Nc3ccccc3)cc(S(=O)(=O)Nc3ccccc3)c3cccc1c23	0
CN(C)Cc1c(O)ccc2[nH]cnc12	10
O=C(NCc1ccccn1)c1ccccc1[N+](=O)[O-]	3
CCOc1ccc(NC(=O)c2cc3cc(OC)ccc3oc2=O)cc1	-5
O=C1C2C3C=CC(C3)C2C(=O)N1c1ccc(-c2ccnc(-c3ccc(N4C(=O)C5C6C=CC(C6)C5C4=O)cc3)n2)cc1 (stereo unspecified)	7
COc1cc(CN2CCN(C(=O)c3cccs3)CC2)cc(OC)c1OC	-1
COc1ccc(Cl)cc1C(=O)Nc1ccc(Cl)c(-c2nc3ncccc3o2)c1	12
O=C(COc1ccc(Cl)cc1)Nc1ccc(OC(F)(F)F)cc1	1
O=C(c1nn2c(c1Br)NC(c1ccccc1)CC2C(F)(F)F)N1CCOCC1 (stereo unspecified)	4
CCOc1ccc(-c2nnc(-c3ccc4c(c3)OCO4)o2)cc1	8
CC1=NNC(=O)C1CC(=O)N/N=C/c1ccc(Cl)cc1Cl (stereo unspecified)	-3
CC1=NN(c2ccc(Cl)c(C(=O)O)c2)C(=O)/C1=C\c1cccc([N+](=O)[O-])c1	9
O=[N+]([O-])c1ccc(-c2cc(-c3ccc(I)cc3)n[nH]2)cc1	3
